# Coupling enz – coupling enzyme interference in Giardia aldolase counter-screen; coupling enzyme system counterscreen, AmpLite Red fluorescence; activity change, negative = inhibition, % at 58.2 µM, hits read low; 290,000 tested, 0.67% active; AID 2472; in the data active = activity change below about -30%
#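 Fluorescence at 525 nm excitation and 598 nm emission measured inhibition of the coupled detection system without aldolase. Compounds (at 57.5 uM final) were preincubated 10 min at room temperature with coupling enzyme reagent before a 20 min substrate/AmpLite Red step.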
# * marks the source's active call; other numbers are inactive results; & = joins results of further samples. % is set by controls: 0 for no effect and ±100 for the full control effect. These rows are one share of the data, so the mix of outcomes need not match the whole.
Cc1cc(O)cc(O)c1C(=O)OC1(C)C(=O)C=C2C=C(/C=C/C(=O)O)OC=C2C1=O (stereo not given)
  Coupling enz: -9
COCCn1c(C(=O)N(C)C)cc2c1C[C@H]1CN(C(=O)c3ccccc3)[C@@](Cc3ccc(F)cc3)(C(=O)OC)[C@@H]21
  Coupling enz: -1
CN(CCc1ccc(Cl)c(Cl)c1)C[C@@H](O)COc1ccc(NS(C)(=O)=O)cc1
  Coupling enz: 0
COc1ncc2nc(-c3ccc(Cl)cc3)c(=O)n(C)c2n1
  Coupling enz: 1
COc1ccc(O[C@H]2C=C[C@@H](c3ccccc3)O[C@@H]2CON=C(C)C)cc1
  Coupling enz: 0
COc1ccccc1-c1nc(NCCc2cnc[nH]2)c2ccccc2n1
  Coupling enz: 6
O=c1c(-c2ccccc2)nc2cnc(Oc3ccccc3)nc2n1C1CC1
  Coupling enz: 5
CC(C)[C@@H](CC(=O)N[C@@H]1CCCC[C@H]1C(=O)N[C@H](CC(=O)N[C@@H](CCC(=O)O)CC(=O)O)Cc1ccccc1)NC(=O)C[C@H](CO)NC(=O)[C@@H]1CCCC[C@H]1N
  Coupling enz: 1
COc1ccccc1CNc1ncncc1-c1ccc(N(C)C)cc1
  Coupling enz: 3
CCCCCCCCCCCCCCCCOCC(COP(=O)([O-])OCC[N+](C)(C)C)OC (stereo not given)
  Coupling enz: 6

CC(=O)OC[C@@H]1O[C@H](CCO/N=C\[C@@H](C)[C@H](OCc2ccccc2)C(C)C)C=C[C@@H]1OC(C)=O
  Coupling enz: -2
COc1ccc2c(c1)C(=O)[C@@H](OC(=O)N[C@H](C)C1CCCCC1)[C@H](c1ccc(OC)c(Br)c1)O2
  Coupling enz: 0
COc1ccc(OC2C=CC(C#Cc3ccc(Br)cc3)OC2CO)c(C(C)(C)C)c1 (stereo not given)
  Coupling enz: -7
COCCn1c(=O)c(-c2ccccc2)nc2cnc(N3CCN(C)CC3)nc21
  Coupling enz: 3
COC(=O)C1OC(=O)C2O[C@@]23[C@]2(C)C(OC(C)=O)CC4C(C)(C)C(=O)CC[C@]4(C)C2CC[C@@]13C (stereo not given in full)
  Coupling enz: 5
CC(C)=CCc1c(O)cc2occ(-c3ccc4c(c3)OCO4)c(=O)c2c1O
  Coupling enz: -2
CC(N)COC(=O)C(CCCCN)NC(=O)Cc1c(-c2ccc3ccccc3c2)[nH]c2c1ccc1ccccc12 (stereo not given)
  Coupling enz: 3
C=CCSCC(N)C(=O)O (stereo not given)
  Coupling enz: 2
CC[C@@H]1/C=C(\C)C[C@H](C)C[C@H](OC)[C@H]2O[C@@](O)(C(=O)C(=O)N3CCCC[C@H]3C(=O)O[C@H](/C(C)=C/[C@@H]3CC[C@@H](O)[C@H](OC)C3)[C@H](C)[C@@H](O)CC1=O)[C@H](C)C[C@@H]2OC
  Coupling enz: -10
CC(C)C[C@@H](CC(=O)N[C@@H](CCCN)CC(=O)N[C@@H]1CCCC[C@H]1C(=O)N[C@H](CC(=O)N[C@@H](CCC(=O)O)CC(=O)O)Cc1ccccc1)NC(=O)[C@@H]1CCCC[C@H]1N
  Coupling enz: 2

C=C(C(=O)O)[C@@H]1CC[C@@]2(C)CCC[C@](C)(O)[C@@H]2C1
  Coupling enz: 2
N#Cc1ccc(CN2CCC3(CC2)CCN(C(=O)c2csnn2)CC3)cc1
  Coupling enz: 2
C[C@H]1Cc2c(COc3ccccc3)nc3c(c2CO1)CN(C(=O)c1cccnc1)CC3
  Coupling enz: 1
CC[C@H](C)[C@H](NC(=O)[C@H](Cc1ccc(O)cc1)NC(=O)[C@H](Cc1cnc[nH]1)NC(=O)[C@H](CCCNC(=N)N)NC(=O)[C@H](CC(C)C)NC(=O)[C@H](C)NC(=O)[C@H](CO)NC(=O)[C@H](Cc1ccc(O)cc1)NC(=O)[C@H](Cc1ccc(O)cc1)NC(=O)[C@H](CCCNC(=N)N)NC(=O)[C@H](C)NC(=O)[C@H](CC(C)C)NC(=O)[C@H](CC(=O)O)NC(=O)[C@H](CCC(=O)O)NC(=O)[C@H](C)NC(=O)[C@@H]1CCCN1C(=O)[C@H](C)NC(=O)[C@H](CC(=O)O)NC(=O)[C@H](CCC(=O)O)NC(=O)CNC(=O)[C@@H]1CCCN1C(=O)[C@H](CC(N)=O)NC(=O)[C@H](CC(=O)O)NC(=O)[C@@H]1CCCN1C(=O)[C@H](CCCCN)NC(=O)[C@H](CO)NC(=O)[C@@H]1CCCN1C(=O)[C@@H](N)Cc1ccc(O)cc1)C(=O)N[C@@H](CC(N)=O)C(=O)N[C@@H](CC(C)C)C(=O)N[C@@H](CC(C)C)C(=O)N[C@H](C(=O)N[C@@H](CCCNC(=N)N)C(=O)N1CCC[C@H]1C(=O)N[C@@H](CCCNC(=N)N)C(=O)N[C@@H](Cc1ccc(O)cc1)C(N)=O)[C@@H](C)O
  Coupling enz: 2
O=c1c(-c2cc(F)cc(F)c2)nc2cnc(N3CCNCC3)nc2n1CCc1ccccc1
  Coupling enz: -6
CCC/C=C(\CCC)C(NS(=O)(=O)c1ccc(C(F)(F)F)cc1)c1ccc(C(=O)OC)cc1 (stereo not given)
  Coupling enz: -13
COC(=O)C1C2CC3c4[nH]c5cc(OC)ccc5c4CCN3CC2CC(OC(=O)c2cc(OC)c(OC)c(OC)c2)C1OC (stereo not given)
  Coupling enz: -19&-10
CN(C)c1ncc2nc(-c3cccs3)c(=O)n(CCC#N)c2n1
  Coupling enz: 0
CN1CCN(c2ncc3nc(-c4ccccc4)c(=O)n(CCc4ccccc4)c3n2)CC1
  Coupling enz: 2
C/C=C/C1=CC2=CC(=O)C(C)(OC(=O)c3c(C)cc(O)cc3O)C(=O)C2=CO1 (stereo not given)
  Coupling enz: 0

O=C(c1ccco1)N1CCC2(CC1)CN(c1cccc(-c3ccccc3)c1)C2
  Coupling enz: -5
N[C@H](C(=O)O)c1ccc(C(=O)O)c(O)c1
  Coupling enz: 1
CCN1C(=O)[C@H]2[C@H]3[C@H](O)[C@H](O)C/C(=N/O[C@@H](C)CN4CCCc5nc(C)c(C)cc54)[C@@H]3CC[C@@H]2C1=O
  Coupling enz: 1
C=CC1=C(C)/C(=C/c2[nH]c(Cc3[nH]c(/C=C4\NC(=O)C(C)=C4C=C)c(C)c3CCC(=O)O)c(CCC(=O)O)c2C)NC1=O
  Coupling enz: -16
N#CCCn1c(=O)c(-c2ccccc2)nc2cnc(N3CCNCC3)nc21
  Coupling enz: -1
COc1cccc(Cn2c(=O)cnc3cnc(Oc4cccc(Cl)c4)nc32)c1
  Coupling enz: 0
O=C1C[C@@H](O)[C@@H](O)[C@H]2[C@@H]3C(=O)N(c4cccc(Oc5ccccc5)c4)C(=O)[C@@H]3CC[C@H]12
  Coupling enz: -1&1
CC[C@H](C)[C@@H](NC(=O)O[C@H]1C(=O)c2ccc(OC)cc2O[C@@H]1c1ccc2c(c1)OCO2)C(=O)OC
  Coupling enz: 2&1
COc1ccc2[nH]cc(CCNc3cc(-c4ccccc4C(F)(F)F)ncn3)c2c1
  Coupling enz: 0
Cc1cc2c(c(=O)o1)[C@@H](O)[C@H]1O[C@@H]1C2=O
  Coupling enz: 0

O=c1ccc2c(OCCCCOc3ccccc3)c3ccoc3cc2o1
  Coupling enz: 0
CCCCCCCCCCCCCC(=O)N[C@@H](C)[C@H](O)c1ccccc1
  Coupling enz: -1
Cn1c(=O)c(CCc2ccccc2)nc2cnc(Oc3ccccc3)nc21
  Coupling enz: -2
CC[C@@H]1C(c2cccc(Cl)c2)=NN(c2ccccc2)[C@H]1C(=O)N1CCOC1=O
  Coupling enz: -6
O=C(/C=C/c1ccccc1)c1ccc(O)cc1O
  Coupling enz: 4
CN(C)Cc1ccccc1-c1ccc2ncnc(NC3CC3)c2c1
  Coupling enz: -1
COc1ccc(-c2nc3cnc(N(C)C)nc3n(Cc3cccs3)c2=O)cc1
  Coupling enz: 0
CS(=O)(=O)Nc1cccc(-c2nc(N3CCNCC3)c3ccccc3n2)c1
  Coupling enz: 7
O=C(c1cc(C(F)(F)F)cc(C(F)(F)F)c1)N1CCC[C@@]2(CCN(c3ccccc3)C2)C1
  Coupling enz: -8
CN(N=O)C(=O)N[C@H]1C(O)C(O)C(CO)O[C@@H]1O (stereo not given in full)
  Coupling enz: 6

N#CCCn1c(=O)c(CCc2ccccc2)nc2cnc(N3CCOCC3)nc21
  Coupling enz: 4
O=C(c1cc(C(F)(F)F)cc(C(F)(F)F)c1)N1CCC2(CC1)CN(c1ccccc1)C2
  Coupling enz: -12
O=C(c1cc(C(F)(F)F)cc(C(F)(F)F)c1)N1CCC2(CCN(Cc3nccs3)CC2)CC1
  Coupling enz: 2
COc1ccc(-n2c(=O)cnc3cnc(N(C)C)nc32)cc1
  Coupling enz: 0
Cc1c(O)c(O)cc2c1oc1c3ccccc3oc(=O)c21
  Coupling enz: 0
CCCCCCCCCCC/C=C\C/C=C\CCCC(=O)O
  Coupling enz: -3
CC1CCC2C(=O)N3C(CCC(C)C3c3ccc(-c4ccco4)cc3)C(=O)N2C1c1ccc(-c2ccco2)cc1 (stereo not given)
  Coupling enz: 0
COc1cccc(Cn2c(=O)c(C)nc3cnc(N4CCNCC4)nc32)c1
  Coupling enz: 2
CS(=O)(=O)Nc1cccc(-c2nc(Nc3ccccc3)c3ccccc3n2)c1
  Coupling enz: -2
C=CCC(C)(O)c1ccccc1 (stereo not given)
  Coupling enz: -2

CC(=O)NCCc1c(Cc2ccccc2)[nH]c2ccccc12
  Coupling enz: 1
O=C(c1cccc(F)c1)N1CCC2(CCCN(c3ncccn3)C2)CC1
  Coupling enz: 3
COC(=O)C1C(=O)C(C(=O)/C=C/c2ccco2)C(=O)CC1(C)C (stereo not given)
  Coupling enz: 0
NCCCC(N)CC(=O)NCC1NC(=O)C(CO)NC(=O)C(N)CNC(=O)C(C2CCN=C(N)N2)NC(=O)/C(=C\NC(N)=O)NC1=O (stereo not given)
  Coupling enz: 0
COc1ccc(O[C@H]2C=C[C@@H](c3ccccc3)O[C@@H]2CO/N=C(\C)CCN2CCCc3nc(C)c(C)cc32)cc1
  Coupling enz: -2
O=c1nc2ccccc2c2n1C[C@H](CN1CCN(c3ccccc3)CC1)N2
  Coupling enz: 7
COC(=O)c1ccc(C(/C=C/[C@@H](C)C(=O)NCCN2CCCC2)NC(=O)OCc2ccccc2)cc1 (stereo not given in full)
  Coupling enz: 2
Cc1ccccc1[C@@H](OCCN(C)C)c1ccccc1
  Coupling enz: 2
CCCCC/C=C\C/C=C\C/C=C\C=C\[C@@H](O)CCCC(=O)O
  Coupling enz: 1
COC(=O)[C@@]1(Cc2ccccc2)[C@H]2c3cc(C(=O)N(C)C)n(CCSCCO)c3C[C@H]2CN1C(=O)c1ccccc1
  Coupling enz: 3

C[C@@H](C(=O)Nc1ccc2ccccc2c1)[C@@H]1C[C@@]1(C)[C@@H](NS(=O)(=O)c1ccccc1)c1ccccc1
  Coupling enz: 1
CN(C)c1ncc2nc(-c3ccccc3)c(=O)n(CCc3ccccc3)c2n1
  Coupling enz: 2
COc1cccc(Cn2c(=O)c(CCc3ccccc3)nc3cncnc32)c1
  Coupling enz: -2
CNc1ncncc1-c1ccc(C(=O)N(C)C)cc1
  Coupling enz: 0
O=c1n(-c2ccccc2)c(=O)n2n1CC[C@H]1/C(=N\OC[C@@H](O)COCc3ccco3)[C@H]3O[C@@H]3[C@@H](O)[C@@H]12
  Coupling enz: 0&0
COc1ccc(CNc2ncncc2-c2ccc(N(C)C)cc2)c(OC)c1
  Coupling enz: -5
Cc1noc(C)c1C(=O)N1CCC2(CC1)CCN(c1ccncc1)CC2
  Coupling enz: 1
CCCn1c(-c2ccc(F)cc2)nc2c(NC3CCN(Cc4ccccc4)C3)nc(C)nc21 (stereo not given)
  Coupling enz: 2
COc1ccc(NC(=O)N2CCCC3(CCN(C(=O)c4cc(C(F)(F)F)cc(C(F)(F)F)c4)CC3)C2)cc1
  Coupling enz: 1
Cn1c(=O)c(-c2cccc(F)c2)nc2cncnc21
  Coupling enz: 2

CC(C)(C)NC[C@H](O)COc1cccc2[nH]c(=O)[nH]c12
  Coupling enz: 1
CO[C@H]1COC(=O)C/C=C\[C@@H](C)COC(=O)[C@H]2CCCN2C(=O)C/C=C\[C@H]1C
  Coupling enz: 4
C[C@@H]1C=C[C@](Cc2ccccc2)(C(=O)NCCCNc2ncc(C(F)(F)F)cc2Cl)N1C(=O)c1ccccc1
  Coupling enz: -1
CN1CCN(c2ncc3nc(-c4ccccc4)c(=O)n(CCC#N)c3n2)CC1
  Coupling enz: -2
COC(=O)[C@@H]1[C@@H](O)[C@]2(O)c3ccccc3O[C@]2(c2ccccc2)[C@H]1c1ccccc1
  Coupling enz: 1
CCOC(=O)C1=C([Si](C)(C)C)c2ccccc2N(S(=O)(=O)C(F)(F)F)C1C(=O)OCC (stereo not given)
  Coupling enz: -5
O=c1c(-c2cccs2)nc2cnc(Oc3ccccc3)nc2n1Cc1cccs1
  Coupling enz: 1
c1cnc2c(-c3nccc4c3[nH]c3ccccc34)cccc2c1
  Coupling enz: 1
CCO[C@H](c1cc(OC)cc([N+](=O)[O-])c1OC)[C@H](C)/C=C\CC(=O)OC
  Coupling enz: 5
CC1CCC2C(=O)N3C(CCC(C)[C@@H]3c3ccc(Br)cc3)C(=O)N2C1c1ccc(Br)cc1 (stereo not given in full)
  Coupling enz: 7

COc1ccc(-c2nc3cnc(Nc4cccc(OC)c4)nc3n(C)c2=O)cc1
  Coupling enz: -1
O=c1cc(-c2ccc(O)cc2O)oc2ccccc12
  Coupling enz: -1
CC1O[C@@H](O[C@H]2C(Oc3cc(O)c4c(c3)OC(c3ccc(O)cc3)CC4=O)OC(CO)C(O)C2O)C(O)C(O)C1O (stereo not given in full)
  Coupling enz: 0
COc1c2c(cc3c1C(NC(N)=O)[N+](C)(C)CC3)OCO2 (stereo not given)
  Coupling enz: -3
C[C@@H]1CCC2C(C)(C)C3CC21CC[C@@]3(C)O (stereo not given in full)
  Coupling enz: -3
COc1cc2c(cc1OC)OC(C)(C)C=C2
  Coupling enz: 0

# Entries listed so far that contain a thiophene ring, fused or not (3):
CN(C)c1ncc2nc(-c3cccs3)c(=O)n(CCC#N)c2n1
  Coupling enz: 0
COc1ccc(-c2nc3cnc(N(C)C)nc3n(Cc3cccs3)c2=O)cc1
  Coupling enz: 0
O=c1c(-c2cccs2)nc2cnc(Oc3ccccc3)nc2n1Cc1cccs1
  Coupling enz: 1
